dFosB activator: mouse delta FosB homodimer activation. purified delta FosB, TAMRA-CDK5 oligo fluorescence polarization; percent of positive-control signal above neutral wells. activation, % at 25 µM. hit rate 0.99% among 340,000. AID 493131;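 active = mean activation above about 17%, with every replicate also reaching it, limit read from the data, passing the limit was not always enough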;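 note: fluorescence polarization rise as delta FosB binds a TAMRA Cdk5 AP-1 oligo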
CAL PDZ FP-1: inhibitors of human CAL PDZ peptide binding | purified CAL PDZ, TMR-peptide fluorescence polarization, 1 h | inhibition, % at 24.9 µM | hit rate 0.92% among 300,000 | AID 602252;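 active = mean inhibition of at least 30% with at least half of replicates also reaching 30%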;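 note: 0% = DMSO neutral control and 100% = excess unlabeled competitor peptide PRC23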
SR-BI DiI inh: inhibitors of mouse SR-BI mediated HDL lipid uptake; Q61009; ldlA[mSR-BI] CHO cells, DiI-HDL uptake fluorescence, 3 h; inhibition, % at 12.5 µM; hit rate 0.96% among 320,000;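 active = mean replicate inhibition of at least 70% and a set share of replicates each scoring 70 or more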;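 note: 0% = median of neutral control wells and 100% = median of positive control wells; values of inactives mirror those of a sister screen read the other way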
Target sequence (Q61009 whole entry, looked up): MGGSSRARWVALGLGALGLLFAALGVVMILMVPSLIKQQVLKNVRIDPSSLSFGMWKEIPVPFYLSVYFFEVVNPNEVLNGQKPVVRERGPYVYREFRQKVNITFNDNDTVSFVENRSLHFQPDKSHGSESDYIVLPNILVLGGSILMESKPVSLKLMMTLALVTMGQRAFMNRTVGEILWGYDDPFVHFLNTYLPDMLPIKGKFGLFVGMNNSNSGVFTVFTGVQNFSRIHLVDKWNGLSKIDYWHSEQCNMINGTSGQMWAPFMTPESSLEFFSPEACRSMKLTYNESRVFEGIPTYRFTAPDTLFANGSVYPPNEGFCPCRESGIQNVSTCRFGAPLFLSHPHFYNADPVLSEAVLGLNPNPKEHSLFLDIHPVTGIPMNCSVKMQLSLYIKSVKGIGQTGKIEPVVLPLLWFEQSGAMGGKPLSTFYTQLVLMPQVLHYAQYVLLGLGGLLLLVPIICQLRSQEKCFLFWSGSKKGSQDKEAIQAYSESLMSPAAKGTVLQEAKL
Rtt109 Vps75: inhibitors of Candida albicans Rtt109/Vps75 histone acetyltransferase; Q5AAJ8; purified Rtt109/Vps75, ThioGlo CoA-SH fluorescence, 4 h; inhibition, % at 34.9 µM; hit rate 0.16% among 330,000; AID 540336;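 active = inhibition of at least 50% in every replicate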
Target sequence (Q5AAJ8 whole entry, looked up): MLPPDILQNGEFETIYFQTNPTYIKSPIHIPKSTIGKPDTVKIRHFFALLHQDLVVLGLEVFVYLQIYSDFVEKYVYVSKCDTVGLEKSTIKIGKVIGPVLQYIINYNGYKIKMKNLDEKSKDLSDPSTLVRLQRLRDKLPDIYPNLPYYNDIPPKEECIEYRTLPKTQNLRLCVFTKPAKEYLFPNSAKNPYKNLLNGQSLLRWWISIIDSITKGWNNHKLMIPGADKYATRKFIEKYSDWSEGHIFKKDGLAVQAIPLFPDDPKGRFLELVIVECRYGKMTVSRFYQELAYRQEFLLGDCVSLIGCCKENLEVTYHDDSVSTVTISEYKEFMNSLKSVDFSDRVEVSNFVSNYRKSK
CAL PDZ FP-2: human CAL PDZ-peptide interaction inhibition; purified CAL PDZ, TMR-peptide fluorescence polarization, 1 h; AID 504414; hit rate 0.02% among 330,000; inhibition, % at 20 µM;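 active = highest replicate inhibition of at least 40%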;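 note: plate controls were DMSO neutral control wells for no effect and unlabeled competitor peptide control wells for full effect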
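Material – purified CerCALP PDZ construct · Detection – FP readout, S and P plane fluorescence · Measure – percent inhibition from loss of millipolarization · Controls – unlabelled peptide for full inhibition, DMSO wells as neutral · Probe or stimulus – TMR-labelled reporter peptide T*-PRC34 bound in PDZ groove · Times – 1 h at RT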
SR-BI DiI-HDL act: enhances SR-BI lipid uptake from DiI-HDL | CHO ldlA[mSR-BI] cells, DiI-HDL uptake fluorescence, 3 h; 100 = double the neutral-control signal | activation, % at 12.5 µM | hit rate 0.096% among 320,000;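 active = mean replicate activation of at least 60% and every replicate at or above 60%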;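 note: 0% = median plate neutral-control signal and 100% = twice that signal; values of inactives mirror those of a sister screen read the other way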
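system = CHO ldlA[mSR-BI] cells, LDL receptor-null, SR-BI overexpressing | medium = Ham's F12 with 0.5% BSA, HEPES 25 mM, pH 7.4 | probe or stimulus = DiI-HDL 10 µg/mL | compound dosing = single-point compound dose | incubation = compound exposure 3 h, 37 °C | technique = DiI fluorescence, bottom read | read-out = cell-associated DiI fluorescence as measure of HDL uptake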
PvdQ inh: P. aeruginosa PvdQ acylase inhibition | purified PvdQ acylase, fluorescence plate reader | inhibition, % at 10 µM | hit rate 0.063% among 340,000; in the data active = inhibition above about 30%, passing the limit was not always enough;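 note: 0% = vehicle neutral wells and 100% = reference inhibitor wells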
PfHsp90 set2: reduces growth (ATP signal) of yeast expressing P. falciparum Hsp90. S. cerevisiae expressing PfHsp90, BacTiter-Glo ATP, 48 h; yeast lacking PDR1 and PDR3 efflux regulators. hit rate 0.32% among 310,000. inhibition, % at 9.4 µM;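 active = every replicate shows inhibition above about 80%, whatever the replicate mean, limit read from the data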;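 note: 0% = DMSO neutral controls and 100% = 20 µM radicicol positive controls; yeast relying on Plasmodium falciparum Hsp90 in place of its own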
NSD2 HMT inh: blocks human histone methyltransferase NSD2; O96028; NSD2 peptide methylation, AlphaScreen, 120 min; inhibition, % at 12.5 µM; hit rate 0.54% among 310,000; AID 743445; in the data active = inhibition above about 50%
MITF TRPM1 HTS: increases MITF-driven TRPM1 promoter luciferase signal | hit rate 0.75% among 300,000 | activation, % at 12.5 µM | SK-MEL-5 TRPM1-promoter luciferase, 24 h; % of positive control, neutral wells = 0 | AID 588334;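 active = mean activation of at least 80% with every replicate also reaching 80%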;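 note: 0% = neutral control wells and 100% = parthenolide positive control wells; values of inactives mirror those of a sister screen read the other way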
* = called active by the depositor; . = not tested or not shown. The order is random. About 4.3% of those tested had a hit in this group.

SMILES	dFosB activator	CAL PDZ FP-1	SR-BI DiI inh	Rtt109 Vps75	CAL PDZ FP-2	SR-BI DiI-HDL act	PvdQ inh	PfHsp90 set2	NSD2 HMT inh	MITF TRPM1 HTS
CCOC(=O)c1ccc(CN(Cc2ccc(C)cc2)S(=O)(=O)c2cccc([N+](=O)[O-])c2)cc1	1	-1	-4	-4	0.0	4	-6	-5	-1	0
Cc1ccc(-c2csc(Cc3nc(-c4cc5ccccc5oc4=O)cs3)n2)cc1	-6	-4	-7	-2	-0.2	7	4	11	-2	-11
CNC(=O)c1ccc(-c2ccc(OC)cc2)s1	3	-4	1	13	-1.0	-1	-22	.	6	65
Cc1cccc(C)c1NC(=O)CSc1nnc(-c2ccco2)n1N	-3	-2	1	2	-1.4	-1	-11	3	1	.
O=C(NCc1ccccc1)c1ccc(S(=O)(=O)Nc2cccc(C(F)(F)F)c2)cc1	-24	4	-13	-6	-0.4	13	-5	9	-6	8
COc1ccc(CCn2c(C)cc(C(=O)CSc3nnnn3-c3ccccc3)c2C)cc1OC	-3	2	66	-23	-2.3	-66	-14	-11	.	-24
Cc1ccc(CNC(=O)c2ccc(F)c(S(=O)(=O)N3CCOCC3)c2)cc1	-1	-1	-11	9	-2.7	11	-3	.	-3	-10
O=C(NCCc1ccccc1)c1ccccc1NS(=O)(=O)N1CCCC1	-2	-5	-6	0	-5.7	6	-17	-21	12	53
COc1cc(C(C)=O)ccc1OCC(=O)Nc1ccc2nc(C)sc2c1	-6	-1	-6	-8	0.8	6	-4	7	-6	4
Cc1ccc(N=Cc2sc(O)c3ccccc23)c(C)c1	-7	-2	44	3	-0.5	-44	-17	.	0	.
COC(=O)c1ccc(NC(=S)N2CCN(Cc3ccc(Cl)cc3)CC2)cc1	-13	-3	22	-4	0.4	-22	6	-14	6	.
CC(C)=CCCC(C)CN1CCC(O)CC1 (stereo unspecified)	0	-2	-32	-1	.	32	-16	-2	-1	3
CCOC(=O)N1CCC(NC(=O)Cc2ccccc2)CC1	-1	0	-9	-5	-0.1	9	-3	-20	-3	.
O=[N+]([O-])c1ccc(OCCn2cnc3ccccc32)cc1	5	-2	-12	3	1.1	12	-2	10	0	1
COc1cccc(CNC(=O)CCC(=O)N2CCOCC2)c1	-2	.	-8	0	0.7	8	-8	-49	0	1
CS(=O)(=O)N(CC(=O)NCc1ccccc1Cl)C1CCCCC1	-6	-1	-8	6	-0.5	8	-1	-6	-2	7
CC(=O)C1CCC2C3CC(O)C4=CC(=O)CCC4(C)C3C(=O)CC12C (stereo unspecified)	5	-1	-4	-11	0.4	4	-4	-10	0	-2
O=C(Nc1ccccc1)N1CCc2ccccc21	6	-2	20	-9	-0.6	-20	6	-3	-4	63
COc1cccc(CNC(=O)C2CCN(S(=O)(=O)c3c(C)nn(C)c3C)CC2)c1	-10	2	.	4	0.0	.	-9	34	.	-2
CC(=O)Nc1c(Cl)cc2c(c1Cl)C(=O)c1ccccc1-2	5	-1	-11	2	-0.4	11	-2	2	0	-12
COc1ccc(CCNC(=O)c2cc(S(=O)(=O)N3CCCCC3)ccc2Cl)cc1	-5	.	.	-4	0.1	.	-2	-1	-1	9
COc1cc(C(=O)Nc2nc(N)n(-c3ccccc3)n2)cc(OC)c1OC	3	-3	-13	0	-4.1	13	-14	-7	1	3
COc1ccc(CCN(C)C(=O)COc2ccc(N(C)S(=O)(=O)c3ccc(C)cc3)cc2)cc1OC	-8	1	33	3	-3.0	-33	1	19	1	-8
O=C(/C=C/c1ccc2ccccc2n1)N1CCN(S(=O)(=O)c2ccccc2F)CC1	-8	3	.	7	-3.7	.	11	17	-1	-29
Cc1ccc(OCc2nnc(SCC(=O)C(C)(C)C)n2Cc2ccco2)cc1	-5	-6	18	12	0.0	-18	2	8	2	.
CN(CC(=O)Nc1ccccc1Br)C(=O)c1ccc2c(=O)n3c(nc2c1)CCC3	-7	-2	-16	-5	-0.7	16	-16	-3	0	4
COCCCNC(=O)[C@H](CSCc1ccccc1)N1Cc2ccccc2C1=O	-2	-5	.	-4	-3.6	.	-14	-1	1	-8
N#CCC(=O)N/N=C/c1cn(Cc2ccc(Cl)c(Cl)c2)c2ccccc12	51*	-1	13	-7	-0.9	-13	-8	-24	.	.
Cc1cccc(NC(=O)CSCC(=O)Nc2cccc(S(=O)(=O)N3CCCCCC3)c2)c1	-7	-4	10	12	-3.1	-10	-7	.	-3	-9
CCOC(=O)c1ccc(NC(=O)CCS(=O)(=O)c2cccc3nonc23)cc1	-6	2	3	-5	-4.3	-3	-17	51	-4	0
CCOc1cc(C(=O)N2CCC3(CC2)NCCc2[nH]cnc23)cc(OCC)c1OCC	-13	0	25	-4	-2.2	-25	13	-3	3	-5
O=C(NCCc1ccccc1)C(=O)NCc1ccncc1	8	3	-14	0	-0.7	14	-12	-13	-3	2
Cc1ccc(-c2nnc(Nc3ccc(O)cc3)c3ccccc23)cc1S(=O)(=O)NCCO	-3	-1	18	2	15	-18	-12	0	5	.
CC(=O)Nc1ccc(C(=O)NCCN2CCOCC2)cc1	-3	6	-2	-2	0.8	2	-9	18	-2	-11
COc1cc(/C=N/OCC(=O)Nc2ccc(OC(F)F)cc2)ccc1OCc1ccccc1	-4	-3	24	9	0.3	-24	-10	-9	0	7
CC(=O)Nc1ccc(Nc2ccc([N+](=O)[O-])cn2)cc1	3	-5	27	-5	-0.4	-27	2	2	3	.
CCOc1cccc(C(=O)NC(=S)Nc2cccc(NC(=O)c3ccccc3Cl)c2)c1	-6	.	46	-31	-1.2	-46	-14	-5	-2	14
Cc1ccc2nc(N3C(=O)CNC3=S)sc2c1	-12	.	-13	-5	-1.4	13	-4	9	0	.
O=C(COC(=O)c1cc(-c2ccco2)nc2ccccc12)NCc1ccccc1	-17	-4	-7	-3	.	7	-8	-1	-38	3
CCCCn1c(N)c(N(CC(C)C)C(=O)CCCc2nc3ccccc3s2)c(=O)[nH]c1=O	7	-2	0	.	0.0	0	4	-12	1	-6

5 compounds already listed, ordered by the value under SR-BI DiI-HDL act, lowest first:
SMILES	dFosB activator	CAL PDZ FP-1	SR-BI DiI inh	Rtt109 Vps75	CAL PDZ FP-2	SR-BI DiI-HDL act	PvdQ inh	PfHsp90 set2	NSD2 HMT inh	MITF TRPM1 HTS
Cc1ccc(-c2nnc(Nc3ccc(O)cc3)c3ccccc23)cc1S(=O)(=O)NCCO	-3	-1	18	2	15	-18	-12	0	5	.
N#CCC(=O)N/N=C/c1cn(Cc2ccc(Cl)c(Cl)c2)c2ccccc12	51*	-1	13	-7	-0.9	-13	-8	-24	.	.
CCCCn1c(N)c(N(CC(C)C)C(=O)CCCc2nc3ccccc3s2)c(=O)[nH]c1=O	7	-2	0	.	0.0	0	4	-12	1	-6
COc1cc(C(=O)Nc2nc(N)n(-c3ccccc3)n2)cc(OC)c1OC	3	-3	-13	0	-4.1	13	-14	-7	1	3
O=C(NCCc1ccccc1)C(=O)NCc1ccncc1	8	3	-14	0	-0.7	14	-12	-13	-3	2

3 compounds already listed, arranged by formula weight, highest first:
SMILES	dFosB activator	CAL PDZ FP-1	SR-BI DiI inh	Rtt109 Vps75	CAL PDZ FP-2	SR-BI DiI-HDL act	PvdQ inh	PfHsp90 set2	NSD2 HMT inh	MITF TRPM1 HTS
CCOc1cccc(C(=O)NC(=S)Nc2cccc(NC(=O)c3ccccc3Cl)c2)c1	-6	.	46	-31	-1.2	-46	-14	-5	-2	14
COc1cc(C(=O)Nc2nc(N)n(-c3ccccc3)n2)cc(OC)c1OC	3	-3	-13	0	-4.1	13	-14	-7	1	3
CC(=O)Nc1ccc(Nc2ccc([N+](=O)[O-])cn2)cc1	3	-5	27	-5	-0.4	-27	2	2	3	.

Later entries:
SMILES	dFosB activator	CAL PDZ FP-1	SR-BI DiI inh	Rtt109 Vps75	CAL PDZ FP-2	SR-BI DiI-HDL act	PvdQ inh	PfHsp90 set2	NSD2 HMT inh	MITF TRPM1 HTS
Nc1ccc(N2CCOCC2)cc1C(F)(F)F	-10	2	-1	-9	0.0	1	-7	.	-2	-6
CCn1c(C)nc2cc(N)ccc21	3	0	.	22	1.0	.	-4	-21	-3	13
O=C(NCCCN1CCCCC1)C1(S(=O)(=O)c2ccc(Cl)cc2)CC1	4	.	.	7	-0.9	.	-15	4	.	12
NC(=O)C1=C[C@H](c2coc3ccccc3c2=O)C[C@H](OCCCCO)O1	3	-1	-8	-5	0.1	8	-11	10	.	3
O=C(COC(=O)c1ccncc1)c1ccc(Cl)c(Cl)c1	-7	2	-6	3	0.3	6	-14	0	-5	-14
CC(NS(=O)(=O)c1ccc(F)cc1)C(c1cccs1)N1CCOCC1 (stereo unspecified)	-4	0	-31	6	0.2	31	8	-24	.	.
Cc1ccc(OCC(=O)N/N=C\c2cccs2)c([N+](=O)[O-])c1	-4	-3	-5	.	-1.8	5	-14	-12	-1	-2
CCOC(=O)CN1CC23C=CC(O2)C(C(=O)NC2CCCCC2)C3C1=O (stereo unspecified)	-2	-3	2	-14	0.6	-2	-17	-40	3	5
CCCc1nc(SCC(=O)NCc2ccco2)c2c(=O)n(C)c(=O)n(C)c2n1	-2	0	30	-4	-1.0	-30	-7	-10	.	0
CN=C(c1ccc([N+](=O)[O-])cc1)N1CCCCC1	-8	.	-17	-2	-0.4	17	1	0	-1	-5
Cn1c(CCN2CCCCC2)nc2cc(NC(=O)C3CCCCC3)ccc21	2	3	3	0	-0.2	.	-2	10	2	-4
O=C(C[n+]1cccc2ccccc21)c1ccc(Br)cc1	3	.	-8	-7	0.2	8	-14	18	3	-10
CN(C)/C=C1\C(=O)N(c2ccc(Oc3ccccc3)cc2)CS1=O (stereo unspecified)	11	.	16	0	0.3	-16	-10	.	-2	28

Screening data deposited in PubChem BioAssay by Broad Institute.
